SENP8 block-1: inhibitors of human SENP8 protease. Q96LD8. recombinant SENP8, Nedd8 substrate fluorescence. inhibition, % at 20 µM. 360,000 tested, 0.64% active. AID 602440; in the data active means inhibition mostly above about 40%, no sharp cut-off; inactive means mostly below about 27%
Apaf-1 inh: human Apaf-1 inhibition. O14727. reconstituted apoptosome caspase-3 activity, DEVD-Rh110 fluorescence. inhibition, % at 20 µM. 330,000 tested, 0.71% active; active means inhibition of at least 40% at 20 µM;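 further: plate controls were DMSO wells for no effect and DEVD-CHO caspase inhibitor wells for full effect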
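Material: biochemical Apaf-1 apoptosome reconstitution. Medium: Hepes buffer, pH 7.5. Also added: cytochrome c activation, bis-DEVD rhodamine 110 substrate. Timing: 30 min compound preincubation, 50 min activation, room temperature. Measured by: rhodamine 110 fluorescence at Ex 480/Em 540 nm.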
SENP6 inh: SENP6 protease inhibition; inhibition, % at 10 µM; Recombinant SENP6 catalytic domain, aminoluciferin luminescence; 330,000 tested, 1.8% active;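 active means inhibition above about 50% at the single tested dose, limit read from the data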;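 further: plate controls were DMSO wells with enzyme for no effect and DMSO wells lacking enzyme for full effect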
Target sequence (Q9GZR1 628-1112 limits assumed): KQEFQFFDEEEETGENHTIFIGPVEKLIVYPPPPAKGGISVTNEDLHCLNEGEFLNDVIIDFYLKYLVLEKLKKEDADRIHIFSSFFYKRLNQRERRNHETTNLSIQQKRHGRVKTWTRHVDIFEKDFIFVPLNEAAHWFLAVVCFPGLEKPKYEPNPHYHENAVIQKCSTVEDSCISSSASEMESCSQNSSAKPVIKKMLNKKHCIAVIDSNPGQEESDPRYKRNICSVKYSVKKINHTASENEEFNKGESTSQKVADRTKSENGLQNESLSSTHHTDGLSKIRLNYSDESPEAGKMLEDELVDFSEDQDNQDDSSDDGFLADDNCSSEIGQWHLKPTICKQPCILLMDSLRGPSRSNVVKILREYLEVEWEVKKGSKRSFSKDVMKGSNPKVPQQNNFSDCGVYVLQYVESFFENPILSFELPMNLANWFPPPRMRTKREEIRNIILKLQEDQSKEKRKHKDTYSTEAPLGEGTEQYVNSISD
APOBEC3G inh: APOBEC3G (human) deaminase inhibition. recombinant A3G, ssDNA deamination FAM/TAMRA fluorescence. 330,000 tested, 0.28% active. AID 493012. inhibition, % at 20 µM;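 active means inhibition of at least 40% at 20 µM, with no more than 30% in the related APOBEC3A deaminase screen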;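 further: plate controls were DMSO wells with A3G for no effect and wells lacking A3G enzyme for full effect; some compounds called inactive have numbers as strong as hits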
Target sequence (Q9HC16 whole entry, looked up): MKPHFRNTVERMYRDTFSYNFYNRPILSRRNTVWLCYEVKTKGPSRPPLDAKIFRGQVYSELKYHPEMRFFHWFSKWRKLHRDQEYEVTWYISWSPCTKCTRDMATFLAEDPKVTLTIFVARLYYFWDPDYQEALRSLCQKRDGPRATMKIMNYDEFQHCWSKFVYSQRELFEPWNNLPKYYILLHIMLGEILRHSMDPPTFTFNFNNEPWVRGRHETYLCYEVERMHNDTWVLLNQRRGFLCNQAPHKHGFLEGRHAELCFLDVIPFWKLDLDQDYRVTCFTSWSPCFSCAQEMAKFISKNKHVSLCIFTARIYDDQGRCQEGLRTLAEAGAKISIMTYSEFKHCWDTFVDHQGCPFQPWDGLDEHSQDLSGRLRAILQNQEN
UBC13 polyUb: human UBC13 polyubiquitination inhibition. 330,000 tested, 0.47% active. UBC13 polyubiquitin chain formation, TR-FRET. inhibition, % at 20 µM. AID 485273. P61088; in the data active means inhibition above about 45%, passing the limit was not always enough
Target sequence (P61088 whole entry, looked up): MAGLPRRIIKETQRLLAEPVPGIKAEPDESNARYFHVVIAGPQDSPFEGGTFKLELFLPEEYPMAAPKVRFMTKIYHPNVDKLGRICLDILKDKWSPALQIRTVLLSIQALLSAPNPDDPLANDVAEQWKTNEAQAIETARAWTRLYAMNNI
SENP7 block: SENP7 protease inhibition | recombinant SENP7, Z-RLRGG-aminoluciferin luminescence, 40 min | inhibition, % at 5 µM | 330,000 tested, 1.5% active;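 active means inhibition above about 50% at the single test dose, limit read from the data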;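 further: plate controls were DMSO with enzyme for no effect and no enzyme buffer wells for full effect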
SENP1 FRET inh: blocks the human SENP1 SUMO protease catalytic domain | Q9P0U3 | AID 624204 | 360,000 tested, 0.21% active | recombinant SENP1 catalytic domain, CyPet-SUMO1-YPet FRET cleavage | inhibition, % at 10 µM;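 active means inhibition at least 30% at 10 µM, raw YFP signal under a set limit, fluorescence ratio 0.5 to 1.5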;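 further: 0% = enzyme with DMSO and 100% = no enzyme wells; some results filed as inactive read as strong as hits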
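Test system: human SENP1 catalytic domain; medium: Tris pH 8 buffer plus EDTA, NaCl, BME, BSA, NP40, catalase; incubation: 50 min reaction at room temperature; technique: FRET, CFP and YFP emission; controls: no-enzyme low control and enzyme-plus-DMSO high control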
SENP8 block-2: SENP8 protease inhibition. Q96LD8. AID 2540. inhibition, % at 10 µM. 330,000 tested, 1.2% active. purified SENP8, Z-RLRGG-aminoluciferin cleavage, luminescence; in the data active means inhibition above about 50%
* = called active by the depositor; nt = no result given. Random draw from the library; 3.6% or so of the library scored in one or more.

SMILES	SENP8 block-1	Apaf-1 inh	SENP6 inh	APOBEC3G inh	UBC13 polyUb	SENP7 block	SENP1 FRET inh	SENP8 block-2
CC(=O)Nc1cc[n+](CC(=O)c2ccc(Cl)cc2)cc1	11	-3	-6	-4	5	1	0	-4
N#Cc1c(NC(=O)c2cnn3cccnc23)sc2c1CCCC2	8	-10	-1	1	13	6	-1	-14
CCOCCOC(=O)c1[nH]c2c(c1C)C(=O)CC(c1cc(OC)c(OC)c(OC)c1)C2 (stereo not drawn)	11	2	-3	-4	7	-10	-3	-1
CCN(c1ccc(C)cc1)S(=O)(=O)c1nnc(NC(=O)c2ccco2)s1	-149	9	-19	-9	-16	-10	-10	1
COc1ccc(C(=O)NCc2ccccc2C)cc1S(=O)(=O)NC1CCCC1	-4	7	-20	1	7	10	3	-3
O=C(NCc1ccco1)/C(=C/c1cccc([N+](=O)[O-])c1)NC(=O)c1ccco1	15	6	-27	-14	-5	-5	1	-8
Cc1ccccc1NC(=O)N1CCC(C(=O)c2ccc(F)cc2)CC1	5	2	3	8	-1	0	-1	-4
COCCC(=O)N1CCC(Oc2ccc(C(=O)NCc3cccc(C)n3)cc2)CC1	3	7	-7	-12	-6	-3	0	-6
COc1ccc(S(=O)(=O)N2CCOCC2)cc1NC(=O)Cc1ccccc1Cl	1	1	7	2	1	2	1	3
Cc1ccc2nc(SC(C)C(=O)Nc3cccc([N+](=O)[O-])c3)[nH]c2c1 (stereo not drawn)	9	3	-14	-9	2	-2	2	-11
Cc1cc(OCC(=O)N(C)c2c(N)n(Cc3ccccc3)c(=O)[nH]c2=O)c(C(C)C)cc1Cl	-1	19	-20	-9	2	-2	-2	-4
Cc1cccc(C)c1NC(=O)CN(C)CC(=O)Nc1ccccc1Oc1ccccc1	10	11	8	2	10	-8	3	0
CC(C)=C1C2CCC1C1C(=O)N(c3nc(-c4ccc(C(C)C)cc4)c(C)s3)C(=O)C21 (stereo not drawn)	7	20	-8	-8	-8	-4	0	-15
COc1cc(NC(=O)C2CCCN2S(=O)(=O)c2ccc3c(c2)CCC(=O)N3)cc(OC)c1 (stereo not drawn)	2	11	-10	3	8	-4	0	-4
Cc1ccc(C)c(NC(=S)NNC(=S)Nc2ccc(C(C)C)cc2)c1	12	19	5	-2	-62	9	4	3
Cc1ccc(S(=O)(=O)N2CCOCC2)cc1NC(=O)C1=NN(c2ccccc2)C(=O)CC1	1	-6	6	-2	-2	4	4	-9
CC(CN1CCOCC1)OC(=O)CCc1ccccc1 (stereo not drawn)	14	0	-9	-1	-2	5	-1	0
Cc1cc(C(=O)COC(=O)CC2Sc3ccccc3NC2=O)c(C)n1-c1ccc2c(c1)OCO2 (stereo not drawn)	6	20	-1	1	-10	4	-1	0
C/C(=N\NC(=O)C1CCCC1)c1ccc(Cl)cc1Cl	9	-14	-10	-2	-6	5	1	-8
CCC1CCCCN1C(=O)CSc1nnc2nc(C)cc(C)n12 (stereo not drawn)	-102	-4	-2	-3	-4	-6	-1	7
Clc1ccc(-c2csc(-c3ccno3)n2)cc1	-23	-20	44	-4	-6	58*	2	20
Cc1c(C(=O)O)cccc1-c1ccc(/C=N/n2cnnc2)o1	-92	9	13	11	-4	11	2	-2
Cn1c(=O)[nH]c2nnc(-c3ccc(Cl)c(Cl)c3)nc2c1=O	12	15	96*	-13	-10	97*	9	97*
Cc1ccc(C(=O)N/C(=C\c2cn(S(=O)(=O)N(C)C)c3ccccc23)C(=O)NCCCN2CCOCC2)cc1	-11	5	-12	-8	14	-2	0	-4
CCOC(=O)CN(C(=O)c1ccccc1)c1ccccc1C	19	2	-21	-2	-6	5	0	0

An excerpt from above in order of their number in SENP1 FRET inh, rising:
Compound	SENP1 FRET inh
CC(=O)Nc1cc[n+](CC(=O)c2ccc(Cl)cc2)cc1	0
Cc1ccc2nc(SC(C)C(=O)Nc3cccc([N+](=O)[O-])c3)[nH]c2c1 (stereo not drawn)	2
Cc1ccc(S(=O)(=O)N2CCOCC2)cc1NC(=O)C1=NN(c2ccccc2)C(=O)CC1	4

Further compounds
SMILES	SENP8 block-1	Apaf-1 inh	SENP6 inh	APOBEC3G inh	UBC13 polyUb	SENP7 block	SENP1 FRET inh	SENP8 block-2
O=C(Nc1ccccc1)C1CC(O)CN1S(=O)(=O)c1ccc([N+](=O)[O-])cc1 (stereo not drawn)	26	-4	6	-1	8	2	0	2
Cc1c(Cc2ccccc2)c(=O)oc2cc(OCC(=O)c3ccccc3)ccc12	-185	2	-6	-5	1	1	-29	-7
CC(C)c1nc2cc(C(=O)NC(C)c3cnn(C)c3)ccc2o1 (stereo not drawn)	19	-4	11	3	1	3	2	-6
CN(C)S(=O)(=O)c1cccc(C(=O)NCC2(N3CCOCC3)CCCCC2)c1	12	-10	-2	-2	-3	10	3	-4
Cc1cc(NC(=O)CC(C)C)c(=O)n(Cc2c(F)cccc2Cl)c1	-203	-12	18	-4	0	4	0	6
CCOc1cc(N2CCOCC2)c(OCC)cc1NC(=O)CSc1ncccc1C(=O)O	16	-2	-6	0	4	6	4	-3
COc1ccc2[nH]c3c(c2c1)CCN1C(=O)C(CC(=O)NCc2cccc(C(F)(F)F)c2)C[C@H](C(=O)N(C(C)C)C(C)C)[C@@]31C (stereo partly drawn)	18	31	nt	4	nt	1	2	nt
C[C@H](CO)N1C[C@H](C)[C@@H](CN(C)C(=O)Nc2ccccc2)Oc2ccc(NC(=O)Nc3ccccc3)cc2C1=O	5	13	-19	-9	-5	-11	0	-19
CCOc1ccc(C(=O)NC(C(=O)NCc2ccccn2)C(C)C)cc1 (stereo not drawn)	28	10	8	-8	1	-11	2	-6
NC(N)=N/N=C/c1ccc(Cl)c([N+](=O)[O-])c1	28	2	0	-2	2	-4	0	-10
CCOC(=O)Nc1ccc2c(c1)N(C(=O)CN(CC)CC)c1ccccc1C=C2	9	-15	-15	-1	1	1	-3	2
Cc1cnc2cc([N+](=O)[O-])ccc2n1	17	7	20	-2	-12	5	2	-3
COC(=O)c1cccc([N+](=O)[O-])c1CS(=O)(=O)c1ccc(C)cc1	6	-20	-3	-14	13	-12	-3	-1
COc1ccc(OC)c(NC(=O)c2ccc(Cl)cc2)c1	9	1	23	-3	-1	5	2	0
CC(=O)N1CCC2(CC1)C(C#N)=C(N)Oc1n[nH]c(C)c12	18	-1	-3	1	1	3	2	0
COc1ccc(NCc2nnc(SCC(=O)c3ccc(C)cc3)o2)cc1	6	16	-9	-5	-3	3	-3	-4
Cc1cc(OCc2cc(C(=O)N(C)C3CCOC3)no2)cc(C)c1Cl (stereo not drawn)	19	10	41	-3	4	5	-1	12
CCCN(CCC)c1ccc(/C=N/NC(=O)CN2CCOCC2)cc1	-384	10	8	-6	3	0	-17	0
O=C(Nc1ccc(Oc2cccc(C(F)(F)F)c2)nc1)c1cccs1	6	7	10	-4	-1	-4	0	-3
COc1ccc(NC(=O)c2ccc(C(=O)Nc3ccc(OC)cc3OC)cc2)c(OC)c1	13	-5	7	-6	4	-2	0	5
Cc1nc(-c2cccnc2)sc1C(=O)N/N=C/c1ccccc1Cl	-120	-11	4	-9	-2	3	4	13
CC(C)(C)C(=O)Nc1ccc(C(=O)NCc2cccnc2)cc1	14	2	-9	-8	-5	-10	1	-12
COc1cc(NC(=O)C(c2ccccc2)c2ccccc2)c(C(=O)O)cc1OC	-20	-8	-8	-15	-4	9	-3	-7
COC(=O)C1CCN(C(=O)COC(=O)c2cc([N+](=O)[O-])ccc2N2CCOCC2)CC1	22	-1	-15	-3	-8	8	2	2
CC(=O)c1ccc(OC(=O)CCc2ccccc2)cc1	7	3	-46	-9	4	-8	5	-36

Sorted by molar mass (ascending): 13 of the compounds above
SMILES	SENP8 block-1	Apaf-1 inh	SENP6 inh	APOBEC3G inh	UBC13 polyUb	SENP7 block	SENP1 FRET inh	SENP8 block-2
NC(N)=N/N=C/c1ccc(Cl)c([N+](=O)[O-])c1	28	2	0	-2	2	-4	0	-10
CC(=O)c1ccc(OC(=O)CCc2ccccc2)cc1	7	3	-46	-9	4	-8	5	-36
CC(=O)N1CCC2(CC1)C(C#N)=C(N)Oc1n[nH]c(C)c12	18	-1	-3	1	1	3	2	0
COc1ccc(OC)c(NC(=O)c2ccc(Cl)cc2)c1	9	1	23	-3	-1	5	2	0
COC(=O)c1cccc([N+](=O)[O-])c1CS(=O)(=O)c1ccc(C)cc1	6	-20	-3	-14	13	-12	-3	-1
Cc1cc(NC(=O)CC(C)C)c(=O)n(Cc2c(F)cccc2Cl)c1	-203	-12	18	-4	0	4	0	6
CCOc1ccc(C(=O)NC(C(=O)NCc2ccccn2)C(C)C)cc1 (stereo not drawn)	28	10	8	-8	1	-11	2	-6
Cc1nc(-c2cccnc2)sc1C(=O)N/N=C/c1ccccc1Cl	-120	-11	4	-9	-2	3	4	13
Cc1cc(OCc2cc(C(=O)N(C)C3CCOC3)no2)cc(C)c1Cl (stereo not drawn)	19	10	41	-3	4	5	-1	12
COc1cc(NC(=O)C(c2ccccc2)c2ccccc2)c(C(=O)O)cc1OC	-20	-8	-8	-15	-4	9	-3	-7
CCOC(=O)Nc1ccc2c(c1)N(C(=O)CN(CC)CC)c1ccccc1C=C2	9	-15	-15	-1	1	1	-3	2
CN(C)S(=O)(=O)c1cccc(C(=O)NCC2(N3CCOCC3)CCCCC2)c1	12	-10	-2	-2	-3	10	3	-4
C[C@H](CO)N1C[C@H](C)[C@@H](CN(C)C(=O)Nc2ccccc2)Oc2ccc(NC(=O)Nc3ccccc3)cc2C1=O	5	13	-19	-9	-5	-11	0	-19

Further compounds:
SMILES	SENP8 block-1	Apaf-1 inh	SENP6 inh	APOBEC3G inh	UBC13 polyUb	SENP7 block	SENP1 FRET inh	SENP8 block-2
COc1ccc(NC(=S)N2CCC(Cc3ccccc3)CC2)cc1	8	14	0	-4	1	-3	4	4
Cc1ccc(-n2c(N)c(C(=O)N3CCOCC3)sc2=S)cc1	21	-19	6	40	5	-8	2	3
N#C/C(=C\c1c(N2CCCCCC2)nc2ccccn2c1=O)C(=O)NCc1ccco1	-406	7	-7	-3	-2	4	-83	-2
COC(=O)CSc1ccsc1C(=O)O	5	-4	5	-6	5	0	0	8
COc1ccc(C2=C(Nc3ccc(F)cc3)c3ccccc3C2=O)cc1	29	-2	-18	0	-45	2	3	-3
COc1cccc(N2CCN(C(=S)NCc3ccco3)CC2)c1	1	12	3	-5	-15	-11	2	-2
COC(=O)CN=Cc1c(O)n(-c2ccc(Cl)cn2)c(=O)c2ccccc12	-7	-8	-14	-4	-8	-6	0	-11
CCCCOc1cccc(C(=O)NC(=S)Nc2cccc(C(F)(F)F)c2)c1	0	10	-25	0	8	2	-1	-5
Nc1nc2ccc(S(=O)(=O)c3ccc4nc(N)sc4c3)cc2s1	-352	0	-4	-6	18	-9	-4	-5
COc1cc(Nc2ccc(S(N)(=O)=O)cc2)c([N+](=O)[O-])nc1[N+](=O)[O-]	18	-3	13	-8	-17	0	-1	14
COC(=O)C[C@H]1c2cc(C(F)(F)F)ccc2S(=O)(=O)N1c1ccc(N(C)C)cc1	-10	1	-5	-9	-1	4	-2	4
Cc1nc2ccc(NS(=O)(=O)c3c(C)c(C)cc(C)c3C)cc2s1	11	18	-3	4	-9	-1	2	-6
